Source: PubChem BioAssay
Kir21 inh: inhibitors of mouse Kir2.1 inward-rectifier potassium channel; HEK293-Kir2.1, FluxOR thallium flux fluorescence; active compounds read low; B-score at 10 µM; 310,000 tested, 0.85% active; AID 1672;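 active = fluorescence ratio B-score at or below minus 3 SD of library scores, with starting-brightness B-score within 2 SD, cut at about -4.2 in these data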;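 also: channel flux triggered by added potassium and thallium sulfate stimulus; B-score of peak minus minimum fluorescence over baseline after thallium stimulus; more negative B-score means stronger Kir2.1 block with less thallium influx; some compounds called inactive have numbers as strong as hits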
Target sequence (P35561 whole entry, looked up): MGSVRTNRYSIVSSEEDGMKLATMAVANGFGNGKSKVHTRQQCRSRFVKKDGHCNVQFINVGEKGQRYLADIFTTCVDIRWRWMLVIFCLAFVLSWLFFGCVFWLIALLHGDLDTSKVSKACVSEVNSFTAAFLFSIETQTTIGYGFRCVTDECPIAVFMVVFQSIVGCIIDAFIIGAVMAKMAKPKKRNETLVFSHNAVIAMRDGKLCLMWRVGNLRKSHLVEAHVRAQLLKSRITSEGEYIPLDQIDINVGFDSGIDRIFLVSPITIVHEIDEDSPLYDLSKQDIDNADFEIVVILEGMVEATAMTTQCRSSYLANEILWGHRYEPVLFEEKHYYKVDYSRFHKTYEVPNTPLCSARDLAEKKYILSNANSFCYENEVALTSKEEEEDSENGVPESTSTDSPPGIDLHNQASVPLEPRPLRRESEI
KCNQ2 inh: KCNQ2 channel blockers in CHO-K1 cells – cell-based, FluxOR thallium flux, B-score, primary screen (AID 2156). 20 min; active compounds read low. B-score at 10 µM. O88943. 310,000 tested, 1.1% active;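 active = fluorescence ratio B-score at most minus 3 library SDs, with starting brightness B-score within 2 library SDs, cut at about -5.5 in these data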
STK33 kinase inh: blocks human STK33 kinase activity | 320,000 tested, 0.073% active | AID 2661 | purified STK33, MBP phosphorylation, ADP-Glo luminescence | inhibition, % at 10 µM;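 active = inhibition at or above 25%, using the most active replicate where run in duplicate; inactive = inhibition below 25%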
Target sequence (Q9BYT3 whole entry, looked up): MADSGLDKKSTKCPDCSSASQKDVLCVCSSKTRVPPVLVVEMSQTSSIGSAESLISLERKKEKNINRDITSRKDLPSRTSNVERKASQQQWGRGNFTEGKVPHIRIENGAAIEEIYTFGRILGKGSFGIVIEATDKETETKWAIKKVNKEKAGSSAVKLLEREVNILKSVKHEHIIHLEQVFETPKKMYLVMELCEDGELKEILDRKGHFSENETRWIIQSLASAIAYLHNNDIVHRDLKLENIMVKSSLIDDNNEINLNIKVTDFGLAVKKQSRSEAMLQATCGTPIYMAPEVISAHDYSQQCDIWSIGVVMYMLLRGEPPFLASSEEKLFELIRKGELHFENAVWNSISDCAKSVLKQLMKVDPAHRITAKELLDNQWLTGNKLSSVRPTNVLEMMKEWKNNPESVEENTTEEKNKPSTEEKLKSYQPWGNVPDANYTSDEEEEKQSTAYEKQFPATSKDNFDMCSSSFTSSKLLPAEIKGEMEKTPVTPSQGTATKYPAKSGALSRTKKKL
Starred values were filed as active, the others as inactive; i = inactive; . = not tested or not shown. Hits appear at their usual frequency (roughly 1.9% active in at least one column).

SMILES	Kir21 inh	KCNQ2 inh	STK33 kinase inh
CCCc1c(C)nn(C(=O)/C(C#N)=N/Nc2ccccc2[N+](=O)[O-])c1C	0.02	i	-2.5
CCC(C)(C)n1nnnc1C(c1ccc(C)cc1)N1CCN(Cc2cccnc2)CC1 (stereo not given)	-0.31	i	-1.5
Cc1c(C(=O)N(C)CCC#N)oc2ccc(S(=O)(=O)N3CC(C)CC(C)C3)cc12 (stereo not given)	-0.26	i	0.4
S=c1[nH]nc(-c2ccccc2)o1	0.29	i	-0.5
Cc1cccc(-c2nnc(NC(=O)c3ccc(N4C(=O)CCC4=O)cc3)s2)c1	1.6	i	-0.3
O=C(N/N=C/c1coc2ccccc2c1=O)c1cccc([N+](=O)[O-])c1	-1.2	i	0.9
CCC(C)(C(=O)NC1CCCCC1)N(C(=O)c1ccccn1)c1ccccc1 (stereo not given)	-0.02	i	-0.5
Cc1ccc2c(c1)c1c(c(=O)n(-c3ccccc3)c(=O)n1CC(=O)NCC1CCCO1)n2C (stereo not given)	-0.67	i	1.1
COc1ccc(NS(=O)(=O)c2cccc(C(=O)N3CCCCCC3)c2)cc1	0.07	i	1.1
CCOC(=O)C1=C(C)OC(N)=C(C#N)C1c1ccsc1 (stereo not given)	-1.4	i	-4.1
CC1C(=O)NN=C1C(=O)N/N=C/c1cccs1 (stereo not given)	-0.93	i	-1.1
CC(=O)Nc1ccc(-n2nnnc2SCC(=O)NC2CCCC2)cc1	0.18	i	2.4
Cc1ccccc1CSc1nc2c(c(=O)[nH]1)CCCC2	-0.36	i	-0.5
COC(Cn1c2c(c3cc(C)ccc31)CCCC2NCc1ccccc1)OC (stereo not given)	-1.1	i	.
CCCc1ccc(NC(=O)C2CCN(c3cnccn3)CC2)cc1	2.1	i	.
Cc1cc(C)c(NC(=O)CS(=O)CC(=O)NCCN2CCCCCC2)c(C)c1 (stereo not given)	-1.2	i	-1.5
COC(=O)C1=C(C)N(c2cc(C)cc(C)c2)/C(=C/c2ccco2)C1=O	-1.4	i	-0.9
O=S(=O)(N/N=C\C=C\c1ccccc1)c1ccc(Cl)cc1	0.88	i	-1.1
O=C(Cn1cc(C(F)(F)F)ccc1=O)N/N=C/c1ccc(Cl)cc1Cl	1.4	i	0.6
CCCS(=O)(=O)c1nc(S(=O)(=O)c2ccc(C)cc2)c(N2CCN(CCO)CC2)s1	1.5	i	0.3

Reprinted from the part before: five entries, then new ones.
SMILES	Kir21 inh	KCNQ2 inh	STK33 kinase inh
Cc1cc(C)c(NC(=O)CS(=O)CC(=O)NCCN2CCCCCC2)c(C)c1 (stereo not given)	-1.2	i	-1.5
COC(=O)C1=C(C)N(c2cc(C)cc(C)c2)/C(=C/c2ccco2)C1=O	-1.4	i	-0.9
O=S(=O)(N/N=C\C=C\c1ccccc1)c1ccc(Cl)cc1	0.88	i	-1.1
O=C(Cn1cc(C(F)(F)F)ccc1=O)N/N=C/c1ccc(Cl)cc1Cl	1.4	i	0.6
CCCS(=O)(=O)c1nc(S(=O)(=O)c2ccc(C)cc2)c(N2CCN(CCO)CC2)s1	1.5	i	0.3
CCN1C(=O)N[C@@H](c2cccc(C(F)(F)F)c2)C(C(=O)OC)=C1C	-2.4	i	-1.3
O=C1C(Cl)=C(NC2CCCCC2)C(=O)N1Cc1ccccc1	-0.45	i	-0.3
OC1(c2ccc(Br)cc2)CN(c2ccccc2)C2=[N+]1CCS2 (stereo not given)	2.1	-6*	-0.6
COc1ccc(Cl)cc1NC(=O)CN(C)CC(=O)Nc1ccccc1N1CCOCC1	-0.63	i	-2.0
CCCn1nnc(NC(=S)NC(=O)CC)n1	0.39	i	-0.9
Cn1c(C(=O)N2CCCc3ccccc32)cc2c(=O)n3ccccc3nc21	1.2	i	-1.3
CN1CCN(C(=O)CSc2nnc(COc3ccccc3)o2)CC1	1.4	i	0.5
Cc1ccc(S(=O)(=O)n2c(N)nc3ccccc32)cc1	-0.65	i	0.6
O=C(O)CCC(=O)Nc1ccc(-c2nc3ccc(C(=O)c4ccccc4)cc3[nH]2)cc1	0.45	i	4.9
CCOc1ccc(N2C(=O)CC(NCCNc3ccc(C(=O)c4cccs4)cc3)C2=O)cc1 (stereo not given)	-0.64	i	-1.0
COC(=O)c1ccc2c(c1)N(Cc1nc(-c3ccc(Cl)cc3)oc1C)C(=O)C1CCCN21 (stereo not given)	0.03	i	-0.6
COC(=O)Nc1sc2c(c1C(N)=O)CCCCCC2	-0.47	i	0.6
COc1ccccc1NC(=O)Cn1nc(C(F)(F)F)c2c1CCCC2	1.2	i	-0.2
C/C(O)=C(\C#N)P(=O)(c1ccccc1)c1ccccc1	0	i	-1.0
Cc1ccc(C(=O)NCCc2cccc(Cl)c2)cc1[N+](=O)[O-]	-1.9	i	-0.5
OCCn1c(C(F)(F)F)nc2ccccc21	-1.8	i	-0.5
Cc1ccc(S(=O)(=O)Cc2ccc(C(=O)OCc3ccccc3)cc2)cc1	0.01	i	-1.4
COn1c(SCc2ccc(C)cc2C)nc2ccccc2c1=O	1.4	i	-0.5
Cc1ccccc1NS(=O)(=O)c1ccc2[nH]c(=O)[nH]c2c1	-0.92	i	-0.7
O=C(CSc1n[nH]c(-c2ccco2)n1)Nc1ccccc1F	-0.4	i	1.7

Whole records from above:
`CCCn1nnc(NC(=S)NC(=O)CC)n1` reads Kir21 inh: 0.39; KCNQ2 inh: i; STK33 kinase inh: -0.9
`CCOc1ccc(N2C(=O)CC(NCCNc3ccc(C(=O)c4cccs4)cc3)C2=O)cc1` (stereo not given) reads Kir21 inh: -0.64; KCNQ2 inh: i; STK33 kinase inh: -1.0

(cont.)
SMILES	Kir21 inh	KCNQ2 inh	STK33 kinase inh
CCCC(C)c1nnc(NC(=O)C2CC(=O)N(CCc3ccc(F)cc3)C2)s1 (stereo not given)	0.83	i	0.0
Cc1cc(C)c(C#N)c(OCC(=O)c2ccc(Br)cc2)n1	-0.67	i	1.8
CC(=O)Nc1ccc(S(=O)(=O)NC2(C(F)(F)F)C(=O)Nc3c2c(=O)n(C)c(=O)n3C)cc1 (stereo not given)	-0.09	i	-1.7
CCC(C)c1ccc(NC(=O)CC(C)=O)cc1 (stereo not given)	1.1	i	-0.9
O=C(COC(=O)C1CCCCC1)Nc1cc([N+](=O)[O-])ccc1F	0.74	i	0.7
CC(C)(C)c1ccc(NC(=O)N2CCN(c3ccc([N+](=O)[O-])cn3)CC2)cc1	-0.43	i	-0.9
COCCCN=Cc1c(-c2ccccc2)[nH]n(-c2nc3ccccc3s2)c1=O	1.6	i	-0.3
CCn1c(CNc2cccc(C(F)(F)F)c2)n[nH]c1=S	-0.07	i	-1.2
CSCCC(NS(=O)(=O)c1ccc(C)cc1)C(=O)NNC(=O)c1csc(N2CCOCC2)n1 (stereo not given)	0.48	i	-0.3
O=C(CCN1CCN(c2ccccc2F)CC1)c1ccc(Br)cc1	-1.1	-8.5*	-0.9
CCn1ccnc1CN1CCN(CCC(C)C)C(CCO)C1 (stereo not given)	2	i	0.8
CC(C)(C)NC(=O)c1ccccc1NC(=O)C1CC(=O)N(C2CCCCC2)C1 (stereo not given)	-0.56	i	-0.4
O=c1[nH]c(-c2ccccc2F)nc2c1sc(=S)n2Cc1ccccc1	-0.87	i	-1.5
CCCNC(=O)c1ccc2c(=O)c(O)c(-c3ccc(Cl)c([N+](=O)[O-])c3)[nH]c2c1	0.95	i	0.8
CCOc1ccc(OCC)c(NC(=O)CN(c2ccc(C)cc2)S(=O)(=O)c2c(C)noc2C)c1	1	i	-0.6
CCOC(=O)c1c(C)[nH]c(C(=O)OCC(=O)N2CCCC2=O)c1C	-0.25	i	1.7
O=C(c1cc(S(=O)(=O)N2CCCCC2)c(Cl)cc1N1CCOCC1)N1CCOCC1	0.85	i	-0.6
CCN(c1ccc(NC(=O)c2ccc(Cl)nc2)cc1)C(C)C	1.1	i	-1.2
COc1ccc(NC(=O)CC(NC(C)c2ccccc2)C(=O)O)cc1 (stereo not given)	-0.03	i	-0.9
O=C(NCc1ccccc1)c1onc(CSc2ccc(F)cc2)c1C(=O)NCCCN1CCOCC1	-0.98	i	-1.2
O=C(Nc1ccc([N+](=O)[O-])cc1)c1ccc(S(=O)(=O)N2CCCC2)cc1	0.84	i	-1.9
Cc1cccc(C)c1NC(=O)Cn1nnc(-c2ccc(N3CCOCC3)cc2)n1	-0.73	i	-0.4
O=C(Cc1cccs1)Nc1cc(SCCO)cc([N+](=O)[O-])c1	-0.3	i	-0.4
CCCOc1ccc(NC(=O)CC2C(=O)N(CC)C(=S)N2CCCN2CCN(Cc3ccccc3)CC2)cc1 (stereo not given)	0.02	i	-0.7
Cn1c(=O)oc2ccc(C(=O)CSc3nnnn3-c3ccccc3)cc21	0.86	i	-0.1
Cc1noc(NC(=O)c2ccccc2)c1C#N	0.22	i	-0.8
c1ccc(CCC2CCCCN2Cc2nc(-c3ccc4c(c3)OCO4)no2)nc1 (stereo not given)	-1.9	i	-1.7
CCOC(=O)C(NC(=O)c1ccccc1)(N1CCCC1=O)C(F)(F)F (stereo not given)	-0.4	i	-0.6
O=C1c2ccccc2NC(c2ccccc2)N1NS(=O)(=O)c1ccccc1 (stereo not given)	-0.85	i	-2.2
CCCCNC(=O)COC(=O)c1cc(F)c(F)cc1Cl	0.64	i	-1.6
O=C(CCC(=O)N1CCN(C2CCCCC2)CC1)Nc1nnc(C(F)(F)F)s1	-0.46	i	-0.8
CCN(CC(=O)NC(C)C)C(=O)[C@H](C)NC(=O)c1ccc(Br)cc1	0.08	i	0.2
COc1ccc(C2=NOC3(CC(=O)N(c4ccc5ccccc5c4)C3=O)C2)c(OC)c1 (stereo not given)	0.75	i	-0.2
Cc1ccc(Oc2nc3ccccn3c(=O)c2/C=C(\C#N)C(=O)Nc2c(C)n(C)n(-c3ccccc3)c2=O)cc1	0.98	i	0.3
O=C(CSc1n[nH]c(=O)[nH]c1=O)Nc1ccc2c(c1)C(=O)c1ccccc1C2=O	2.4	i	2.3
O=C(COC(=O)/C=C/c1cccc(Cl)c1)Nc1ccc2[nH]c(=O)[nH]c2c1	-0.66	i	0.0
CC(C)CCn1c(=O)c2ccccc2n2c(CN(C)Cc3ccccc3)nnc12	-0.41	i	1.2
O=C(COc1ccc(S(=O)(=O)NC2CCCC2)cc1)N1CCCCCC1	0.36	i	-0.6
O=C(NCc1ccccc1F)C1CCCN1C(=O)Nc1cccc(F)c1 (stereo not given)	1.5	i	-0.4
Cc1ccc(-c2noc(CN(C(=O)Cc3ccccc3)C(C)C)n2)cc1	-0.32	i	-0.9
O=C(c1ccccn1)c1conc1C(=O)c1ccc(Br)cc1	-1.4	i	-3.2
CCC(=O)c1ccccc1OCCCCn1cncn1	-1.4	i	-1.3
COc1ccc(CNc2nc(-c3ccccc3)nn2C(=O)c2ccc([N+](=O)[O-])cc2)cc1	1.3	i	-1.2
CN(C)c1ccc(C(CNS(=O)(=O)c2ccc([N+](=O)[O-])cc2)N2CCOCC2)cc1 (stereo not given)	1	i	-0.1
COc1ccc(-c2n[nH]c3c2CN(C(=O)c2ccc(OC)c(OC)c2)CC3)cc1	0.47	i	-2.1
COc1ccccc1NC(=O)c1ccc2nc(-c3ccccc3)c(-c3ccccc3)nc2c1	-0.21	-7.1*	-0.5
Cc1ccc(NC(=O)C(=O)NCC2CCCN2S(=O)(=O)c2cccs2)c(C)c1 (stereo not given)	-0.68	i	-1.2
CCCc1[nH]nc2c1C(c1cccc(OC(=O)c3ccco3)c1)C(C#N)=C(N)O2 (stereo not given)	0.21	i	-0.7
C/C(=N\NC(=O)c1c(C)nc2ccccn12)c1ccc(O)cc1O	2	i	1.2
CC1=CCC2C(=O)N(c3nc(C)cc(C)n3)C(=O)C2C1 (stereo not given)	0.43	i	-1.1
COc1ccc(-c2cccc(NC(=O)c3cccs3)c2)nn1	0.54	i	-0.7
C/C(=N\N=c1/sc2ccccc2n1C)c1ccccn1	-0.11	i	-1.0
CCOC(=O)C1CCN(CCC(=O)Nc2ccc(Br)cc2)CC1	-1.7	i	-1.7
COc1ccc(C2/C=C\CN(Cc3ccncc3)CC(=O)N2Cc2ccc(F)cc2)cc1 (stereo not given)	0.4	i	-1.8
CCOc1ccc(N2C(=O)c3cccnc3C2=O)cc1	-0.52	i	0.2
Cc1nn(-c2ccc(F)cc2)c(C)c1CN1CCN(Cc2ccccc2)C(CCO)C1 (stereo not given)	-1.3	i	0.0
Cc1nn(C)cc1S(=O)(=O)N1CCN(c2cccc(Cl)c2)CC1	0.82	i	-1.8
CC(=O)Nc1ccc(C2=NN(C)C(=NCc3ccccc3)SC2)cc1	0.4	i	0.0
COc1cccc(C(=O)N2CCN(C3CCC(c4ccccc4)CC3)CC2)c1 (stereo not given)	-1.1	i	.
O=C(CN1C(=O)S/C(=C/c2ccc(N3CCOCC3)cc2)C1=O)N1CCOCC1	0.73	i	-0.3
Cc1cc(-c2nnc(CCC(=O)NCc3ccc(F)c(F)c3)o2)no1	-0.96	i	-1.9
Cc1nn(C(C)(C)C)c(OC(=O)c2ccc3c(c2)OCO3)c1Sc1ccccc1	0.24	i	0.0

Given as comma-separated lines: part of the list above.
SMILES,Kir21 inh,KCNQ2 inh,STK33 kinase inh
CC(=O)Nc1ccc(C2=NN(C)C(=NCc3ccccc3)SC2)cc1,0.4,i,0.0
COc1cccc(C(=O)N2CCN(C3CCC(c4ccccc4)CC3)CC2)c1 (stereo not given),-1.1,i,.
O=C(CN1C(=O)S/C(=C/c2ccc(N3CCOCC3)cc2)C1=O)N1CCOCC1,0.73,i,-0.3
